Screening data from PubChem.
Kir21 inh – inhibitors of mouse Kir2.1 inward-rectifier potassium channel; HEK293-Kir2.1, FluxOR thallium flux fluorescence; stronger effect = lower value; B-score at 10 µM; 310,000 tested, 0.85% active; AID 1672;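 active means fluorescence ratio B-score at or below minus 3 SD of library scores, with starting-brightness B-score within 2 SD, cut at about -4.2 in these data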;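 further: channel flux triggered by added potassium and thallium sulfate stimulus; B-score of peak minus minimum fluorescence over baseline after thallium stimulus; more negative B-score means stronger Kir2.1 block with less thallium influx; some compounds called inactive have numbers as strong as hits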
Target sequence (P35561 whole entry, looked up): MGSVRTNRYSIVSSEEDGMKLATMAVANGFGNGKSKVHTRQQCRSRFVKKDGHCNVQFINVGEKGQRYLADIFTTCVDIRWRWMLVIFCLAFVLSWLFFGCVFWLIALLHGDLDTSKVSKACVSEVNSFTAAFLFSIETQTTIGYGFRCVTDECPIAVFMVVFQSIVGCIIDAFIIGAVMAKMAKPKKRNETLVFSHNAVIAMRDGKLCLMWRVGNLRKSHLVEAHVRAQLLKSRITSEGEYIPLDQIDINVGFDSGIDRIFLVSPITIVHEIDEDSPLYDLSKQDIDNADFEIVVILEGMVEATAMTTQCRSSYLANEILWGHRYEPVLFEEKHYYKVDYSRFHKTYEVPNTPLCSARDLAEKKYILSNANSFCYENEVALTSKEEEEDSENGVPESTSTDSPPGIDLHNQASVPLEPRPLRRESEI
STK33 kinase inh – inhibitors of human STK33 kinase; Q9BYT3; purified STK33, MBP phosphorylation, ADP-Glo luminescence; inhibition, % at 10 µM; 320,000 tested, 0.073% active; AID 2661;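 active means inhibition at or above 25%, using the most active replicate where run in duplicate; inactive means inhibition below 25%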
Target sequence (Q9BYT3 whole entry, looked up): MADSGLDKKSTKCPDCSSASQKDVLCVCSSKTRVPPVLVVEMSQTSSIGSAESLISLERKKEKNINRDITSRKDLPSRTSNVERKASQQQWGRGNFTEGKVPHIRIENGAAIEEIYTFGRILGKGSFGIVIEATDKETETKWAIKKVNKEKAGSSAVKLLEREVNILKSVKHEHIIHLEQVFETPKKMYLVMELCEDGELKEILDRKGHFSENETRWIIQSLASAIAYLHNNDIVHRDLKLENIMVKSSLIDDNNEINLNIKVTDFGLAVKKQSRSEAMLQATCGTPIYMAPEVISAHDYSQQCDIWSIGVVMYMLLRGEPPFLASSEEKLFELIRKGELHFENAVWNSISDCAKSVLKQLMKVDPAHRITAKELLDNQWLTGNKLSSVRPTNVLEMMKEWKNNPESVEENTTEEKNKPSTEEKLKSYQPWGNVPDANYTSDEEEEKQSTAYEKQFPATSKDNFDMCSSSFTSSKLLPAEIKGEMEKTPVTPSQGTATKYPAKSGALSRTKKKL
KCNQ2 block – KCNQ2 channel blockers in CHO-K1 cells – cell-based, FluxOR thallium flux, B-score, primary screen (AID 2156) | O88943 | 20 min; stronger effect = lower value | B-score at 10 µM | 310,000 tested, 1.1% active;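 active means fluorescence ratio B-score at most minus 3 library SDs, with starting brightness B-score within 2 library SDs, cut at about -5.5 in these data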
An asterisk follows results filed as active.

What do the screens show for `COc1ccc(-n2ncc3c2CC(C)(C)CC3NC(=O)c2ccoc2C)cc1` (stereo not given)?
Kir21 inh: 1.8; STK33 kinase inh: -2.0; KCNQ2 block: inactive

What do the screens show for `O=[N+]([O-])c1nn(-c2ccccc2)n(O)c1=NCCc1ccccc1`?
Kir21 inh: -0.94; STK33 kinase inh: -0.2; KCNQ2 block: inactive

What do the screens show for `COc1ccc(C(=O)Nc2ccccc2-c2nnn(CC(=O)N3CCOCC3)n2)cc1`?
Kir21 inh: -0.79; STK33 kinase inh: -1.2; KCNQ2 block: inactive

Results for O=C(NCC(O)CO)c1csc(Nc2cccc3ccccc23)n1 (stereo not given) ?
Kir21 inh: 1.7; STK33 kinase inh: -17; KCNQ2 block: inactive

What do the screens show for `COCCN(C(=O)COC(=O)CCOc1cccc(C)c1)c1c(N)n(Cc2ccccc2)c(=O)[nH]c1=O`?
Kir21 inh: 0.03; STK33 kinase inh: -0.4; KCNQ2 block: inactive

What do the screens show for `Cc1onc(-c2c(Cl)cccc2Cl)c1C(=O)Nc1nccs1`?
Kir21 inh: -0.03; STK33 kinase inh: 1.4; KCNQ2 block: inactive

What do the screens show for `CC(=O)Nc1ccc(NC(=O)CCOc2ccccc2C)cc1`?
Kir21 inh: 0.18; STK33 kinase inh: -1.3; KCNQ2 block: inactive

How did O=C(CN1CCN(Cc2ccccc2)CC1)N1N=CCC1c1ccccc1 (stereo not given) do in these assays?
Kir21 inh: -2; STK33 kinase inh: -0.9; KCNQ2 block: inactive

What do the screens show for `CCCCn1c(N)c(N(CC(C)C)C(=O)CCCc2cccs2)c(=O)[nH]c1=O`?
Kir21 inh: 0.13; STK33 kinase inh: 0.1; KCNQ2 block: inactive

Results for COc1cc(NC(=O)c2cccnc2)ccc1-c1cc2ccccc2oc1=O ?
Kir21 inh: 0.02; STK33 kinase inh: -0.4; KCNQ2 block: inactive

How did CSCCC(NS(=O)(=O)c1ccc(C)cc1)C(=O)NC1CCCCC1 (stereo not given) do in these assays?
Kir21 inh: 0.05; STK33 kinase inh: -1.6; KCNQ2 block: inactive

What do the screens show for `CC(C)CN1CN(Cc2ccco2)CNC1=S`?
Kir21 inh: -2.6; STK33 kinase inh: -1.0; KCNQ2 block: inactive

What do the screens show for `O=C(Nc1ccccc1)c1ccc2c(c1)OCO2`?
Kir21 inh: 0.49; STK33 kinase inh: 1.3; KCNQ2 block: inactive

Results for CCOc1ccc(NC2c3ccccc3C(=O)N2Cc2ccco2)cc1 (stereo not given) ?
Kir21 inh: -1.9; STK33 kinase inh: 0.1; KCNQ2 block: inactive

Results for Cc1cc(C)nc(NC(=O)CSc2ccccn2)n1 ?
Kir21 inh: 0.45; STK33 kinase inh: 3.5; KCNQ2 block: inactive

What do the screens show for `COCc1cc(C2C(C(=O)c3ccco3)=C(O)C(=O)N2CCOCCO)ccc1O` (stereo not given)?
Kir21 inh: -0.51; STK33 kinase inh: -2.1; KCNQ2 block: inactive

How did O=C(N/N=C/c1c(Cl)cccc1Cl)c1n[nH]c2c1CCCC2 do in these assays?
Kir21 inh: -0.43; STK33 kinase inh: 5.6; KCNQ2 block: inactive

Results for COc1ccc(CC(=O)O/N=C(\N)Cc2ccc([N+](=O)[O-])cc2)cc1 ?
Kir21 inh: -0.04; STK33 kinase inh: -0.7; KCNQ2 block: inactive

Results for Cc1c(NC(=O)OCc2ccccc2)c(=O)n(-c2ccccc2)n1C ?
Kir21 inh: -0.01; STK33 kinase inh: 0.1; KCNQ2 block: inactive

How did CNC(=S)NCC(O)c1ccc([N+](=O)[O-])cc1 (stereo not given) do in these assays?
Kir21 inh: 0.84; STK33 kinase inh: -0.4; KCNQ2 block: inactive

How did CCn1c2nc(SCCN3CCOCC3)nnc2c2cc(C)cc(C)c21 do in these assays?
Kir21 inh: 0.26; STK33 kinase inh: -0.3; KCNQ2 block: inactive

How did O=C(O)c1ccc(-c2cccc([N+](=O)[O-])c2)o1 do in these assays?
Kir21 inh: -0.67; STK33 kinase inh: 0.6; KCNQ2 block: inactive

How did CCCCN(C(=O)c1ccc(Br)o1)C1CCS(=O)(=O)C1 (stereo not given) do in these assays?
Kir21 inh: 0.36; STK33 kinase inh: 0.4; KCNQ2 block: inactive

How did CCCNC(=O)c1oc2ccc3c(c2c1C)C=CC(C)(C)O3 do in these assays?
Kir21 inh: 0.33; STK33 kinase inh: -2.0; KCNQ2 block: inactive

Results for O=C(CSc1ncc(-c2ccccc2)n1-c1ccccc1)NCc1ccco1 ?
Kir21 inh: -1.9; STK33 kinase inh: -1.6; KCNQ2 block: inactive

How did CCC(c1nnnn1C(C)(C)C)N(Cc1ccco1)Cc1cc2cccc(C)c2[nH]c1=O (stereo not given) do in these assays?
Kir21 inh: -0.39; STK33 kinase inh: -3.9; KCNQ2 block: inactive

What do the screens show for `Cc1c(C)c2ccc(OCC(=O)N3CC[C@@]4(O)CCCC[C@H]4C3)cc2oc1=O`?
Kir21 inh: -0.21; STK33 kinase inh: -0.2; KCNQ2 block: inactive

Results for Cc1[nH]nc(SCC(=O)NC2CCCCC2)c1[N+](=O)[O-] ?
Kir21 inh: 0.18; STK33 kinase inh: -0.7; KCNQ2 block: inactive

How did O=C1CN(C(=O)c2cc([N+](=O)[O-])ccc2Cl)C(c2ccccc2)c2cc(F)ccc2N1 (stereo not given) do in these assays?
Kir21 inh: -1.7; STK33 kinase inh: 0.8; KCNQ2 block: inactive

How did O=C(COC(=O)C(O)c1ccccc1)NC12CC3CC(CC(C3)C1)C2 (stereo not given) do in these assays?
Kir21 inh: -0.32; STK33 kinase inh: 5.0; KCNQ2 block: inactive

Results for Clc1ccc2[nH]cc(-c3nnnn3-c3ccccc3)c2c1 ?
Kir21 inh: 1.1; STK33 kinase inh: 1.6; KCNQ2 block: inactive

Results for COc1cccc(N(C(=O)c2ccco2)c2nc(-c3sc(NC(=O)c4ccco4)nc3C)cs2)c1 ?
Kir21 inh: 2.2; STK33 kinase inh: 0.2; KCNQ2 block: inactive

Results for Cc1c(NC(=O)CN2C(=O)NC(C)(c3ccc(Cl)cc3)C2=O)c(=O)n(-c2ccccc2)n1C (stereo not given) ?
Kir21 inh: -0.79; STK33 kinase inh: 0.5; KCNQ2 block: inactive

What do the screens show for `Cc1ccc(S(=O)(=O)N2CCOCC2)cc1C(=O)N1CCCCCC1`?
Kir21 inh: 1.2; STK33 kinase inh: -0.1; KCNQ2 block: inactive

Results for COC(=O)c1cc(NC(=O)Nc2ccccc2OC)cc(C(=O)OC)c1 ?
Kir21 inh: 1.5; STK33 kinase inh: -0.2; KCNQ2 block: inactive

Results for Fc1ccc(OCCCCCn2ccnc2)cc1 ?
Kir21 inh: 0.31; STK33 kinase inh: -0.5; KCNQ2 block: inactive

How did CCC(Sc1ncnc2sc(C)c(C)c12)C(=O)OC (stereo not given) do in these assays?
Kir21 inh: -0.02; STK33 kinase inh: -1.4; KCNQ2 block: inactive

Results for Cc1ccc(S(=O)(=O)N(C)CC(=O)OCC(=O)c2c(N)n(C)c(=O)n(C)c2=O)cc1 ?
Kir21 inh: 0.6; STK33 kinase inh: 0.5; KCNQ2 block: inactive

What do the screens show for `Cc1ccc(OCCCC(=O)NCc2ccco2)c(C)c1`?
Kir21 inh: 0.49; STK33 kinase inh: -0.8; KCNQ2 block: inactive

Results for NS(=O)(=O)c1cccc(NC(=O)c2cccs2)c1 ?
Kir21 inh: -1.3; STK33 kinase inh: 1.0; KCNQ2 block: inactive

How did C=CC12C=CC=CN1C(C(=O)OC)=C(C(=O)OC)C(C(=O)OC)=C2C(=O)OC (stereo not given) do in these assays?
Kir21 inh: 0.07; STK33 kinase inh: 0.1; KCNQ2 block: inactive

Results for CCn1c(C2CC(=O)N(Cc3ccccc3)C2)nc2ccccc21 (stereo not given) ?
Kir21 inh: 0.22; STK33 kinase inh: 0.1; KCNQ2 block: inactive

How did O=C1OCc2cc(NC(=O)C3COc4ccccc4O3)ccc21 (stereo not given) do in these assays?
Kir21 inh: 0.1; STK33 kinase inh: 3.1; KCNQ2 block: inactive

How did O=C(O)c1c(NC(=O)N2CCCC2)sc2c1CCCC2 do in these assays?
Kir21 inh: -1.7; STK33 kinase inh: -0.7; KCNQ2 block: inactive

What do the screens show for `CNc1c(-n2cc(C(=O)OC)c(C(=O)OC)c2C(=O)OC)c(=O)n(C)c(=O)n1C`?
Kir21 inh: 0.75; STK33 kinase inh: 10; KCNQ2 block: inactive

How did CC(=O)NCc1cccc(CNC(C)=O)n1 do in these assays?
Kir21 inh: -1.5; STK33 kinase inh: -0.6; KCNQ2 block: inactive

Results for CC(OC(=O)c1ccc2c(=O)n3c(nc2c1)CCC3)C(N)=O (stereo not given) ?
Kir21 inh: -0.03; STK33 kinase inh: -0.5; KCNQ2 block: inactive

Results for COC(=O)Nc1nncs1 ?
Kir21 inh: 0.03; STK33 kinase inh: 0.3; KCNQ2 block: inactive

Results for CCc1cccc(Oc2nn[nH]n2)c1 ?
Kir21 inh: 0.48; STK33 kinase inh: -0.6; KCNQ2 block: inactive

What do the screens show for `Cc1ccc(Sc2c(C(=O)Nc3ccc(F)cc3F)c(C(F)(F)F)nn2C)cc1`?
Kir21 inh: -0.71; STK33 kinase inh: -1.4; KCNQ2 block: inactive

Results for Oc1ccc(C(c2nnnn2CCc2ccccc2)N2CCN(c3nc4ccccc4s3)CC2)cc1 (stereo not given) ?
Kir21 inh: 0.27; STK33 kinase inh: -0.8; KCNQ2 block: inactive

What do the screens show for `COCCNc1nnc(SCC(=O)Nc2sc3c(c2C(=O)c2ccccc2)CCCC3)s1`?
Kir21 inh: -1.3; STK33 kinase inh: -0.3; KCNQ2 block: inactive

What do the screens show for `CCOC(=O)CSC1=C(C#N)C(c2ccccc2OC)CC(=O)N1` (stereo not given)?
Kir21 inh: -0.44; STK33 kinase inh: -0.8; KCNQ2 block: inactive

Results for CCc1ccc2nc(SCC(=O)Nc3ccccc3N3CCOCC3)c(C#N)cc2c1 ?
Kir21 inh: 1.2; STK33 kinase inh: -0.7; KCNQ2 block: inactive

Results for O=S(=O)(c1ccc(OCC2CO2)cc1)c1ccc(OCC2CO2)cc1 (stereo not given) ?
Kir21 inh: -0.38; STK33 kinase inh: -0.4; KCNQ2 block: inactive

Results for Cc1csc(NC(=O)CSc2nc(=O)cc(N)n2-c2ccc(F)cc2)n1 ?
Kir21 inh: -1.3; STK33 kinase inh: 0.9; KCNQ2 block: inactive

How did COc1ccc(-n2c(SCC(=O)Nc3cccc4ccccc34)nc(O)cc2=O)cc1 do in these assays?
Kir21 inh: -1.4; STK33 kinase inh: -0.8; KCNQ2 block: inactive

How did CCCN1C(=O)NC2(O)C(=O)c3ccccc3C12O (stereo not given) do in these assays?
Kir21 inh: 0.54; STK33 kinase inh: -1.6; KCNQ2 block: inactive

What do the screens show for `C=CCn1c(SCC(=O)N2CCOCC2)nc2c([nH]c3ccccc32)c1=O`?
Kir21 inh: -1.2; STK33 kinase inh: 0.1; KCNQ2 block: inactive

What do the screens show for `Oc1c(Br)cc(/C=N/n2c(-c3ccccc3)n[nH]c2=S)cc1Br`?
Kir21 inh: 0.48; STK33 kinase inh: -12; KCNQ2 block: inactive

Molecules shown so far that have a cyano group, in the order listed:
What do the screens show for `CCOC(=O)CSC1=C(C#N)C(c2ccccc2OC)CC(=O)N1` (stereo not given)?
Kir21 inh: -0.44; STK33 kinase inh: -0.8; KCNQ2 block: inactive

Results for CCc1ccc2nc(SCC(=O)Nc3ccccc3N3CCOCC3)c(C#N)cc2c1 ?
Kir21 inh: 1.2; STK33 kinase inh: -0.7; KCNQ2 block: inactive

Some of these compounds in order of formula weight, smallest number first:
Results for CCc1cccc(Oc2nn[nH]n2)c1 ?
Kir21 inh: 0.48; STK33 kinase inh: -0.6; KCNQ2 block: inactive

How did COc1ccc(-n2c(SCC(=O)Nc3cccc4ccccc34)nc(O)cc2=O)cc1 do in these assays?
Kir21 inh: -1.4; STK33 kinase inh: -0.8; KCNQ2 block: inactive

What do the screens show for `COCCNc1nnc(SCC(=O)Nc2sc3c(c2C(=O)c2ccccc2)CCCC3)s1`?
Kir21 inh: -1.3; STK33 kinase inh: -0.3; KCNQ2 block: inactive

Next section:
Results for Cc1ccc(C(=O)c2cc([N+](=O)[O-])ccc2N2CCOCC2)c(C)c1 ?
Kir21 inh: 2.2; KCNQ2 block: inactive

Results for Cc1ccc(NC(=O)CSc2nnc(COc3ccccc3C)o2)cc1 ?
Kir21 inh: -0.51; STK33 kinase inh: -1.5; KCNQ2 block: inactive

What do the screens show for `Cc1c(C(=O)Nc2ccc(Oc3ccccc3)cc2)sc2nc3n(c(=O)c12)CCC3`?
Kir21 inh: -0.21; STK33 kinase inh: 0.0; KCNQ2 block: inactive

How did Cc1cccc(N(CC(=O)NC(C)C)C(=O)c2ccc(N3CCCC3)nc2)c1 do in these assays?
Kir21 inh: -0.03; STK33 kinase inh: -0.4; KCNQ2 block: inactive

What do the screens show for `CC(C)NC(=O)c1ccccc1NC(=O)CN(c1ccc2c(c1)OCO2)S(C)(=O)=O`?
Kir21 inh: 1.7; STK33 kinase inh: -0.5; KCNQ2 block: inactive

Results for O=C(NCc1cccc(F)c1F)C1CCC(=O)N(C2CC2)C1 (stereo not given) ?
Kir21 inh: -0.63; STK33 kinase inh: -0.7; KCNQ2 block: inactive
